Assay outcomes: PubChem BioAssay, several laboratories
NALP1 inh = inhibitors of NALP1 inflammasome in yeast. S. cerevisiae NALP1/ASC/caspase-1 growth, X-gal OD620, 72 h. inhibition, % at 10 µM. 280,000 tested, 0.61% active; in the data active = inhibition mostly above about 24%, no sharp cut-off; inactive = mostly below about 32%; also: some compounds called inactive have numbers as strong as hits
GalR3 antagonist = human GalR3 antagonism | O60755 | HEK293 GalR3-CNG cAMP membrane potential fluorescence; galR3 body fused to GalR1 C-terminus | inhibition, % at 3 µM | 360,000 tested, 0.44% active | AID 651719;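 active = inhibition above the screen-wide average plus 3 SD, cut at about 13% in these data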;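 also: forskolin and galanin both at EC90 stimulate the cells; cAMP rise reported by CNG channel membrane potential dye signal; 0% = forskolin plus galanin with DMSO and 100% = forskolin alone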
MEKK3 PB1 HTS = raises or lowers MEK5 binding to the human MEKK3 PB1 domain; Q99759; bead-based flow cytometry, Alexa488-MEK5 binding to MEKK3; actives lie on both sides; 0 = blocked by unlabeled MEK5, 100 = vehicle; binding response (% of control), % at 10 µM; 290,000 tested, 1.4% active;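 active = binding response more than 3 SD above or below the average of its plate-row segment, actives on both sides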;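 also: Alexa488 bead fluorescence after subtracting the streptavidin-only scavenger bead signal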
PHOSPHO1 inh = PHOSPHO1 (human) inhibition. recombinant PHOSPHO1, absorbance phosphatase assay. inhibition, % at 13.3 µM. Q8TCT1. 290,000 tested, 1.1% active; in the data active = inhibition above about 60%
Target sequence (Q8TCT1 whole entry, looked up): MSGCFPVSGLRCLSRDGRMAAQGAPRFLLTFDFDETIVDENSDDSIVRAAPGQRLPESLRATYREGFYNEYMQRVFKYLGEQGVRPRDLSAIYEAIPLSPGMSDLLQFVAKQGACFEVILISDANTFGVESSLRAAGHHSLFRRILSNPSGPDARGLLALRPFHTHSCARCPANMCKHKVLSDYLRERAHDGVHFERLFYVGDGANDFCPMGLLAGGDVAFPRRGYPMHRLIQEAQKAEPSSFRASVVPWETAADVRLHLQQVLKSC
MEKK2 mut-MEK5 = signal of MEK5 binding to mutant human MEKK2 PB1 domain. 290,000 tested, 0.35% active. AID 1530. percent response, % at 10 µM. bead flow cytometry, Alexa488-MEK5 binding to MEKK2 mutant; in the data active = percent response above about 24%, passing the limit was not always enough; also: inactives centre near 1; some results filed as inactive read as strong as hits; reference of the scale not given here
V1R ag counter = V1a receptor agonism, counter-screen for OXTR agonists. P37288. CHO-V1R cells, Fluo-8 calcium fluorescence, agonist mode; 0% DMSO, 100% 3 nM vasopressin. activation, % at 3 µM. 320,000 tested, 0.25% active;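 active = activation above the mean activation of all tested compounds plus 3 SD, per screening run, cut at about 20% in these data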;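 also: signal is peak over basal fluorescence ratio across a 100 second FLIPR read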
Target sequence (P37288 whole entry, looked up): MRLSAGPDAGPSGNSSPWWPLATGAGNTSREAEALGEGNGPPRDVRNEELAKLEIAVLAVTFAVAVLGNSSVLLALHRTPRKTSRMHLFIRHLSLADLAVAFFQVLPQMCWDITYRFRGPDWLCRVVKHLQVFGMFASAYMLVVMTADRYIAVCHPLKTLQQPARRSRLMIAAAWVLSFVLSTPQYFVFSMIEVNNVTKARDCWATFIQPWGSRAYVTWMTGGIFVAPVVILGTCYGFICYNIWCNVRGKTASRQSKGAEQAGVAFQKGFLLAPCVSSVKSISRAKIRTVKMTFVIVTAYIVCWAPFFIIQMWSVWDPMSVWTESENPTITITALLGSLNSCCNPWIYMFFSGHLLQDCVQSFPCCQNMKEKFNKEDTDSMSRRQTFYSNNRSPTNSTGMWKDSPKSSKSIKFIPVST
GPR7 antagonist = human neuropeptides B/W receptor 1 antagonism. inhibition, % at 4.4 µM. P48145. 290,000 tested, 1.1% active. AID 1861. GPR7-expressing cells, fluorescence antagonist assay; in the data active = inhibition above about 16%, passing the limit was not always enough;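 also: cells stimulated with the agonist NPW; 0% = agonist with vehicle and 100% = vehicle without agonist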
OXTR ag = human OXTR agonism | P30559 | CHO-OTR cells, Fluo-8 calcium fluorescence; normalized: DMSO 0%, oxytocin 100% | activation, % at 3 µM | 320,000 tested, 0.32% active | AID 2435;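 active = activation above the mean of all tested compounds plus 3 SD, cutoff set per screening run, cut at about 20% in these data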;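 also: peak over basal fluorescence ratio from a 100 s FLIPR kinetic read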
Target sequence (P30559 whole entry, looked up): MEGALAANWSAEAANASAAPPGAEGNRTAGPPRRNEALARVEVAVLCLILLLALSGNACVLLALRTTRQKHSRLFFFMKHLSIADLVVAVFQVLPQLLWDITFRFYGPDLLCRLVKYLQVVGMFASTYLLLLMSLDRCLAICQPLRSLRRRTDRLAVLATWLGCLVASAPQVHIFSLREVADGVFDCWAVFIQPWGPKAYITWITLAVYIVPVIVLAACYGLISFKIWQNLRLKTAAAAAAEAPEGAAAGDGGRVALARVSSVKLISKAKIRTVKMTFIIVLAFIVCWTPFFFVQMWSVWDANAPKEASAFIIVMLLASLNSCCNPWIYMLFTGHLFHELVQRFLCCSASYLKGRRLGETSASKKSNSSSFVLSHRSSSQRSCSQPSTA
MEKK2 WT-MEK5 = raises or lowers MEK5 binding to wildtype human MEKK2 PB1 domain; Q9Y2U5; bead flow cytometry, Alexa488-MEK5 binding to MEKK2 WT; actives lie on both sides; binding response (% of control), % at 10 µM; 290,000 tested, 1.1% active; in the data active = binding response below about 67% or above about 130%
* hit, by the source's call.

For CCCOc1ccc(CC(=O)NNC(=S)Nc2ccccc2)cc1Br the results were NALP1 inh -15, GalR3 antagonist 0, MEKK3 PB1 HTS 107, PHOSPHO1 inh 7, MEKK2 mut-MEK5 7, V1R ag counter 5.5, GPR7 antagonist -2, OXTR ag 6.8 and MEKK2 WT-MEK5 93.
Screening c1csc(-c2nnsc2-c2nc3ccccc3[nH]2)c1 returned NALP1 inh 11, GalR3 antagonist -5, MEKK3 PB1 HTS 104, PHOSPHO1 inh 96*, MEKK2 mut-MEK5 6, V1R ag counter 3.1, GPR7 antagonist -16, OXTR ag 2.2 and MEKK2 WT-MEK5 103.
For CCOC(=O)COc1ccc2c3c(c(=O)oc2c1C)CCC3 the results were NALP1 inh -15, GalR3 antagonist -5, MEKK3 PB1 HTS 102, PHOSPHO1 inh -28, MEKK2 mut-MEK5 3, V1R ag counter 2.5, GPR7 antagonist 7, OXTR ag 1.4 and MEKK2 WT-MEK5 108.
For Cc1ccc(C(=O)NC(C)c2ccccc2)o1 (configuration not stated) the results were NALP1 inh 12, GalR3 antagonist -6, MEKK3 PB1 HTS 95, PHOSPHO1 inh -3, MEKK2 mut-MEK5 1, V1R ag counter -0.5, GPR7 antagonist -12, OXTR ag 0.1 and MEKK2 WT-MEK5 104.
For Cc1cc(=O)oc2cc(Oc3ncccn3)ccc12 the results were NALP1 inh 7, GalR3 antagonist 0, MEKK3 PB1 HTS 99, PHOSPHO1 inh -5, MEKK2 mut-MEK5 1, V1R ag counter 0.7, GPR7 antagonist -6, OXTR ag 1.2 and MEKK2 WT-MEK5 100.
Screening CC1CC(C)CN(S(=O)(=O)c2ccc(C(=O)NCCCn3ccnc3)cc2)C1 (configuration not stated) returned NALP1 inh 3, MEKK3 PB1 HTS 84, PHOSPHO1 inh 37, MEKK2 mut-MEK5 -7, V1R ag counter -1.0, GPR7 antagonist 11, OXTR ag 0.1 and MEKK2 WT-MEK5 96.
For CC1CCN(c2nc(-c3ccccc3)c(C#N)c(=O)[nH]2)CC1 the results were NALP1 inh 0, GalR3 antagonist 0, MEKK3 PB1 HTS 100, PHOSPHO1 inh 16, MEKK2 mut-MEK5 0, V1R ag counter 0.9, GPR7 antagonist -8, OXTR ag -0.8 and MEKK2 WT-MEK5 100.
For O=C(c1ccc2c(Cl)c3c(nc2c1)CCCC3)N1CCN(c2ccc(F)cc2)CC1 the results were NALP1 inh 52, MEKK3 PB1 HTS 111, PHOSPHO1 inh 21, MEKK2 mut-MEK5 7, V1R ag counter -1.1, GPR7 antagonist 0, OXTR ag -1.3 and MEKK2 WT-MEK5 96.
COc1ccc(C(=O)Nc2nnc(CCS(=O)(=O)c3ccc(C)cc3)s2)cc1 was read as NALP1 inh 3, GalR3 antagonist -3, MEKK3 PB1 HTS 120, PHOSPHO1 inh 28, MEKK2 mut-MEK5 0, V1R ag counter 0.4, GPR7 antagonist -6, OXTR ag -1.3 and MEKK2 WT-MEK5 112.
Screening Cc1cc(C)c2c(-n3cccc3)n[nH]c2n1 returned NALP1 inh -6, GalR3 antagonist -3, MEKK3 PB1 HTS 115, PHOSPHO1 inh 3, MEKK2 mut-MEK5 12, V1R ag counter -0.6, GPR7 antagonist -1, OXTR ag -0.9 and MEKK2 WT-MEK5 108.
For C=CCN(CC=C)C(=O)Cn1cnc([N+](=O)[O-])n1 the results were NALP1 inh 26, GalR3 antagonist -4, MEKK3 PB1 HTS 102, PHOSPHO1 inh -15, MEKK2 mut-MEK5 -2, V1R ag counter 0.6, GPR7 antagonist -2, OXTR ag 1.1 and MEKK2 WT-MEK5 88.
`COc1ccc(C(=O)Nc2cccc(/C(C)=N\NC(=O)c3ccoc3C)c2)cc1OC` gave NALP1 inh 20, GalR3 antagonist 0, MEKK3 PB1 HTS 98, MEKK2 mut-MEK5 -4, GPR7 antagonist 0 and MEKK2 WT-MEK5 100.
For Cc1c(N(C)S(=O)(=O)c2cccc(C(=O)NC(C)C)c2)c(=O)n(-c2ccccc2)n1C the results were NALP1 inh 10, GalR3 antagonist -8, MEKK3 PB1 HTS 99, PHOSPHO1 inh 31, MEKK2 mut-MEK5 -5, V1R ag counter -0.5, GPR7 antagonist -4, OXTR ag -0.9 and MEKK2 WT-MEK5 98.
Screening Cc1c(CN2CCN(CC(C)C)C(CCO)C2)[nH]c2ccc(Cl)cc12 (configuration not stated) returned NALP1 inh 15, GalR3 antagonist -12, MEKK3 PB1 HTS 105, PHOSPHO1 inh 14, MEKK2 mut-MEK5 8, V1R ag counter 2.5, GPR7 antagonist 0, OXTR ag 3.5 and MEKK2 WT-MEK5 119.
Screening C=CCN1c2ccccc2[C@]23C[C@@H](C(=O)OC)N(C(=O)OCC)C2=NC(C(=O)OC)=C(C(=O)OC)[C@H]13 returned GalR3 antagonist -5, MEKK3 PB1 HTS 98, MEKK2 mut-MEK5 0, V1R ag counter -0.5, OXTR ag -0.5 and MEKK2 WT-MEK5 100.
Cc1ccc(S(=O)(=O)/N=C(\CN2CCOCC2)N2CCOCC2)cc1 was read as NALP1 inh -8, GalR3 antagonist 6, MEKK3 PB1 HTS 101, PHOSPHO1 inh -2, MEKK2 mut-MEK5 -3, V1R ag counter -0.3, GPR7 antagonist -7, OXTR ag 1.1 and MEKK2 WT-MEK5 101.
`COc1ccc(-c2noc(CCC(=O)NCC3CCN(Cc4cccc(C)c4)CC3)n2)cc1` gave NALP1 inh -11, GalR3 antagonist -5, MEKK3 PB1 HTS 116, PHOSPHO1 inh 1, MEKK2 mut-MEK5 39*, V1R ag counter 7.9, GPR7 antagonist 0, OXTR ag 9.4 and MEKK2 WT-MEK5 143*.
For CCN(CC)C(=O)c1sc(NC(=O)C(Sc2ccccc2)c2ccccc2)c(C(=O)OC(C)C)c1C (configuration not stated) the results were NALP1 inh -2, GalR3 antagonist -4, MEKK3 PB1 HTS 113, PHOSPHO1 inh 5, MEKK2 mut-MEK5 7, V1R ag counter -0.9, GPR7 antagonist -5, OXTR ag -0.1 and MEKK2 WT-MEK5 112.
Screening O=C(NC1CC1)C1=C[C@H](c2coc3ccccc3c2=O)C[C@H](OCCCCO)O1 returned GalR3 antagonist -3, MEKK3 PB1 HTS 113, MEKK2 mut-MEK5 5, V1R ag counter -0.1, OXTR ag -1.0 and MEKK2 WT-MEK5 108.
For Cc1[nH]c2ccccc2c1-c1csc(N)n1 the results were NALP1 inh 4, GalR3 antagonist -10, MEKK3 PB1 HTS 105, PHOSPHO1 inh 34, MEKK2 mut-MEK5 5, GPR7 antagonist -17 and MEKK2 WT-MEK5 105.

At a glance, some entries already given:
For C=CCN(CC=C)C(=O)Cn1cnc([N+](=O)[O-])n1 the results were NALP1 inh 26, GalR3 antagonist -4, MEKK3 PB1 HTS 102, PHOSPHO1 inh -15, MEKK2 mut-MEK5 -2, V1R ag counter 0.6, GPR7 antagonist -2, OXTR ag 1.1 and MEKK2 WT-MEK5 88.
`COc1ccc(C(=O)Nc2cccc(/C(C)=N\NC(=O)c3ccoc3C)c2)cc1OC` gave NALP1 inh 20, GalR3 antagonist 0, MEKK3 PB1 HTS 98, MEKK2 mut-MEK5 -4, GPR7 antagonist 0 and MEKK2 WT-MEK5 100.
For Cc1c(N(C)S(=O)(=O)c2cccc(C(=O)NC(C)C)c2)c(=O)n(-c2ccccc2)n1C the results were NALP1 inh 10, GalR3 antagonist -8, MEKK3 PB1 HTS 99, PHOSPHO1 inh 31, MEKK2 mut-MEK5 -5, V1R ag counter -0.5, GPR7 antagonist -4, OXTR ag -0.9 and MEKK2 WT-MEK5 98.

Other results:
`CN1C(=O)C(C)(C)c2cc(S(=O)(=O)N3CCC(C(=O)NCc4ccccc4Cl)CC3)ccc21` gave NALP1 inh 20, GalR3 antagonist 4, MEKK3 PB1 HTS 103, PHOSPHO1 inh 46, MEKK2 mut-MEK5 6, V1R ag counter -0.8, GPR7 antagonist -4, OXTR ag -0.4 and MEKK2 WT-MEK5 107.
For CC(C)(CNc1ccc([N+](=O)[O-])cc1Cl)CNS(C)(=O)=O the results were NALP1 inh 28, GalR3 antagonist -1, MEKK3 PB1 HTS 103, PHOSPHO1 inh 22, MEKK2 mut-MEK5 1, V1R ag counter 4.2, GPR7 antagonist 5, OXTR ag 6.0 and MEKK2 WT-MEK5 102.
CCC(C)Cn1c(C(C)C)nc2ccccc21 (configuration not stated) was read as NALP1 inh 11, GalR3 antagonist -5, MEKK3 PB1 HTS 102, PHOSPHO1 inh 33, MEKK2 mut-MEK5 7, V1R ag counter -0.5, GPR7 antagonist -11, OXTR ag -1.0 and MEKK2 WT-MEK5 101.
Screening C/C(=N\N=C\c1cccc(F)c1)c1nnn(-c2nonc2N)c1C returned NALP1 inh 11, GalR3 antagonist 0, MEKK3 PB1 HTS 94, PHOSPHO1 inh -24, MEKK2 mut-MEK5 -4, V1R ag counter 0.3, GPR7 antagonist 8, OXTR ag 0.2 and MEKK2 WT-MEK5 94.
C/C(=N\NC(=O)CC1N=C(Cc2ccccc2)NNC1=O)c1ccc(Br)cc1 (configuration not stated) was read as NALP1 inh 12, GalR3 antagonist -5, MEKK3 PB1 HTS 97, PHOSPHO1 inh 30, MEKK2 mut-MEK5 -7, V1R ag counter 0.0, GPR7 antagonist 4, OXTR ag -2.5 and MEKK2 WT-MEK5 94.
For O=C(NCC1(c2ccccc2)CCCC1)C(=O)N1CCOCC1 the results were NALP1 inh 1, GalR3 antagonist -3, MEKK3 PB1 HTS 100, PHOSPHO1 inh 14, MEKK2 mut-MEK5 3, V1R ag counter -0.3, GPR7 antagonist -3, OXTR ag -0.2 and MEKK2 WT-MEK5 91.
O=C(NCCN1CCOCC1)c1ccc([N+](=O)[O-])cc1[N+](=O)[O-] was read as NALP1 inh 9, GalR3 antagonist -2, MEKK3 PB1 HTS 102, PHOSPHO1 inh -10, MEKK2 mut-MEK5 2, V1R ag counter 1.1, GPR7 antagonist 0, OXTR ag 0.1 and MEKK2 WT-MEK5 103.
Screening COCCOC(=O)c1c(C)oc2ccc(NS(=O)(=O)c3ccccc3)cc12 returned NALP1 inh 9, GalR3 antagonist -13, MEKK3 PB1 HTS 100, PHOSPHO1 inh -27, MEKK2 mut-MEK5 0, V1R ag counter 0.7, GPR7 antagonist -19, OXTR ag -1.4 and MEKK2 WT-MEK5 98.
c1ccc(Nc2c3c(nc4ncnn24)CCC3)cc1 was read as NALP1 inh -23, GalR3 antagonist 2, MEKK3 PB1 HTS 92, PHOSPHO1 inh -11, MEKK2 mut-MEK5 6, V1R ag counter -0.8, GPR7 antagonist -6, OXTR ag 0.2 and MEKK2 WT-MEK5 101.
Screening COC(=O)/C(=C/N(C)C)C(=O)N1CCN(c2ccc(Cl)c(Cl)c2)CC1 returned NALP1 inh 2, GalR3 antagonist -5, MEKK3 PB1 HTS 107, PHOSPHO1 inh -13, MEKK2 mut-MEK5 -3, V1R ag counter 8.5, GPR7 antagonist 8, OXTR ag 11 and MEKK2 WT-MEK5 100.
C=CCn1c(O)c(N=NC(=O)OC(C)(C)C)c2ccccc21 was read as NALP1 inh 28, GalR3 antagonist -11, MEKK3 PB1 HTS 100, PHOSPHO1 inh 4, MEKK2 mut-MEK5 15, V1R ag counter -0.4, GPR7 antagonist -3, OXTR ag -1.6 and MEKK2 WT-MEK5 108.
`O=C(CCNC(=O)c1ccccc1Cl)NCCc1ccc(C(F)(F)F)cc1` gave NALP1 inh 3, GalR3 antagonist -9, MEKK3 PB1 HTS 100, PHOSPHO1 inh 28, MEKK2 mut-MEK5 -1, V1R ag counter 1.9, GPR7 antagonist 3, OXTR ag 1.5 and MEKK2 WT-MEK5 96.

Rows are unselected; 5.4% or so of the library scored in one or more.
